POLH inh: inhibitors of human DNA polymerase eta. AID 588591. Potency, µM (titrated, usually from 114 µM), inactives show at the top dose activity change, negative = inhibition, most hits filed as inhibitors. actives 1.2% (n = 390,000). recombinant Pol eta, fluorescent DNA replication assay; note: % is set by controls: 0 for no effect and ±100 for the full control effect
Target sequence (Q9Y253 whole entry, looked up): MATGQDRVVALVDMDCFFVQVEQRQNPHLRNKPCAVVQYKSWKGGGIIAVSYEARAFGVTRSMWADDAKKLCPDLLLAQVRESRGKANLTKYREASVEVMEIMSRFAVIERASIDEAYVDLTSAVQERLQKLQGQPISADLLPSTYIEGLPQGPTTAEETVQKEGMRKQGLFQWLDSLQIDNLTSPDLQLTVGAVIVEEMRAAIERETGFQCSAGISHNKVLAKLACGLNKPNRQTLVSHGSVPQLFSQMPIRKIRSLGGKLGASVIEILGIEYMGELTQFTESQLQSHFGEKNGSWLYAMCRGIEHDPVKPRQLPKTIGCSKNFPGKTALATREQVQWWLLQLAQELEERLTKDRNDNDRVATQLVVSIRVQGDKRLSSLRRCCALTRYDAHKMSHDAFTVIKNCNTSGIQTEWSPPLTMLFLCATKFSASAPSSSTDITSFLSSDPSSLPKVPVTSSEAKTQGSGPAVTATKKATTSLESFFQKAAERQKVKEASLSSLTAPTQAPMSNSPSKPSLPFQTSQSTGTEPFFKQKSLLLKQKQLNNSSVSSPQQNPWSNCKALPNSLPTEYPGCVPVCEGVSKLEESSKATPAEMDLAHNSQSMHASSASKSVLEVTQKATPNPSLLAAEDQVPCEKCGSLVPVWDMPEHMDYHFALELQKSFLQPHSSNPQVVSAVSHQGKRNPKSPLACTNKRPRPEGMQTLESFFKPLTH
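Pol eta (10 nM) was preincubated with compounds for 15 min at room temperature, after which fluorescent replication substrate (50 nM final) was added to start the reaction. Fluorescence was read kinetically at 0 and 10 min.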
POLK inh: blocks human DNA polymerase kappa activity; actives 0.53% (n = 400,000); Q9UBT6; purified Pol kappa, fluorescent DNA synthesis assay, 10 min; Potency, µM (highest dose often 107 µM), without a hit: at the top dose activity, negative = inhibition, hits mostly inhibitors; note: % is set by controls: 0 for no effect and ±100 for the full control effect
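Readout: fluorescence, taken kinetically at 0 and 10 min. Conditions: 10 nM Pol kappa, 15 min RT compound preincubation, 50 nM substrate final. Controls: enzyme-free buffer wells.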
G9a block: blocks human histone lysine methyltransferase G9a; G9a H3K9 monomethylation, AlphaScreen, 2 h; Potency, µM (doses to about 102 µM), without a hit: at the highest dose activity, negative = inhibition, usual class: inhibitors; actives 8.8% (n = 350,000); note: % is set by controls: 0 for no effect and ±100 for the full control effect; nearly all actives have a fitted effect of over 75% in size
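AlphaScreen detection with an anti-monomethyl H3K9 antibody quantified product after a 2 h room-temperature reaction containing 500 nM biotinylated H3K9 peptide, 20 µM SAM and 20 nM enzyme, which had been preincubated 15 min with compound.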
Pol iota inh: DNA polymerase iota (human) inhibition | Pol iota fluorescent replication assay, 10 min | Potency, µM (doses to about 115 µM), inactives show at the highest dose activity, negative = inhibition, actives largely listed as inhibitors | actives 1% (n = 390,000) | AID 588590
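Fluorescent replication assay read twice, at 0 min and 10 min after adding 50 nM (final) substrate. Enzyme (10 nM) and compounds were first incubated 15 min at room temperature; enzyme-free buffer wells were negative controls.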
BAZ2B inh: blocks human BAZ2B; AlphaScreen BAZ2B-H3K14Ac peptide displacement; Potency, µM (series often up to 114 µM), for the others: top-dose activity change, negative = inhibition, usual class: inhibitors; actives 4.4% (n = 360,000); AID 504333; note: % is set by controls: 0 for no effect and ±100 for the full control effect; nearly all actives have a fitted effect of over 60% in size
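Protein-peptide AlphaScreen: BAZ2B 50 nM, b-H3K14Ac 50 nM, 1x PBS pH 7.4 + 0.01% Tween-20. Preincubation 30 min RT; cpd 30 min RT (top 110 uM); beads 20 min RT, light-protected.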
JMJD2A Tudor inh: JMJD2A Tudor domain (human) inhibition | O75164 | AlphaScreen JMJD2A-Tudor / H3K4me3 peptide binding | Potency, µM (doses to about 114 µM), inactives show at the top dose activity change, negative = inhibition, usual class: inhibitors | actives 4.4% (n = 390,000); note: % is set by controls: 0 for no effect and ±100 for the full control effect; nearly all actives have a fitted effect of over 50% in size
APE1 inh: blocks human APE1 abasic DNA cleavage | P27695 | recombinant APE1, TAMRA/BHQ-2 abasic DNA cleavage fluorescence | Potency, µM (top dose mostly 65.8 µM), for inactives: at the top dose activity change, negative = inhibition, usual class: inhibitors | actives 0.35% (n = 350,000) | AID 2517;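 note: plate controls were vehicle for no effect and reference inhibitor for full effect; nearly all actives have a fitted effect of over 55% in size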
Target sequence (P27695 whole entry, looked up): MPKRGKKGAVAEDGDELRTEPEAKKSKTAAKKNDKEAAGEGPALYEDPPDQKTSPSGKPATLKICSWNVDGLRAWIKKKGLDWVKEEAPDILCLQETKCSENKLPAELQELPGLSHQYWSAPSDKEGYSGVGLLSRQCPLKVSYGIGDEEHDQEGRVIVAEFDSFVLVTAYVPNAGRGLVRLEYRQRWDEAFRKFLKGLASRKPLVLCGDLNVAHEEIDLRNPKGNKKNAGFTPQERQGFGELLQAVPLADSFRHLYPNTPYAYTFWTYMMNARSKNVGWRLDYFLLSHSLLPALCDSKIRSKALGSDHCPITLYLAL
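APE1 at 0.75 nM final was preincubated with compound 15 min at room temperature, then 50 nM double-stranded THF abasic-site substrate (5'-TAMRA/3'-BHQ-2) was added. Fluorescence (ex 525/em 598 nm) was read kinetically; third-minus-first read gave activity.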
Pol beta inh: blocks human DNA polymerase beta activity; P06746; Pol beta primer extension/strand displacement, fluorescence kinetic; Potency, µM (top dose mostly 114 µM), without a hit: at the top dose activity change, negative = inhibition, actives largely listed as inhibitors; actives 1.3% (n = 340,000); note: % is set by controls: 0 for no effect and ±100 for the full control effect
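Homogeneous kinetic assay of primer extension and strand displacement by 10 nM Pol beta, preincubated 15 min at room temperature with compound before 50 nM substrate (final) was added. Read at 0 and 10 min; four-parameter Hill fit.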
BLM inh: inhibitors of human Bloom syndrome helicase BLM; AID 2528; actives 0.2% (n = 350,000); recombinant BLM DNA unwinding, fluorescence dequenching; Potency, µM (top dose mostly 56.1 µM), for inactives: at the highest dose activity change, negative = inhibition, most hits filed as inhibitors; P54132;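 note: plate controls were vehicle for no effect and no enzyme for full effect; nearly all actives have a fitted effect of over 35% in size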
The depositor's hits bear a star; ? = inconclusive; . = no result given; & = joins results of further samples; ! = not confirmed by another sample; [ ] = dose if it differs, or a comment. Calls come from the whole dose curve; as a rule, active = well fitted curve in the direction sought with a large enough effect; inconclusive = small, poorly fitted or top-dose-only effect, or another doubt; inactive = no such curve, though single readings can be large; an effect the other way counts as inactive or inconclusive. Potency is the fitted concentration of half-maximal effect. Only part of the results is shown, so the mix of outcomes need not match the whole.

Every second line gives: POLH inh	POLK inh	G9a block	Pol iota inh	BAZ2B inh	JMJD2A Tudor inh	APE1 inh	Pol beta inh	BLM inh
1. Oc1c(Cl)cccc1Cc1cc(Cl)cc(Cl)c1O
    -10.9%	-10.5%	.	8.9%	.	?	.	.	.
2. COC(=O)C1=C(c2cccc3c2S(=O)(=O)c2ccccc2-3)C[C@@H]2CC[C@H]1N2C(=O)N1CCc2cc(OC)c(OC)cc2C1
    -10.0%	-2.6%	-5.7%[2.33 µM]	10.2%	?	?	-6.7%	.	.
3. CC(C)CC(C)N (stereo unspecified)
    -16.3%	-1.9%	3.8%[0.501 µM]	9.4%	5.9%	-15.9%	2.8%&-1.0%	.	.
4. CCOC(=O)C1(CCc2ccccc2)CCN(Cc2ccc3c(c2)OCCO3)CC1
    -12.0%	-10.2%	4.3%	6.9%	-17.5%	-30.1%	-2.0%	?	-12.3%
5. CCN(CC)C(=O)Oc1nnc(SC(C)C)n1-c1ccc(Cl)c(Cl)c1
    -23.1%	-10.7%	11.3%	47.9%[activator]	-3.9%	0.0%	-0.9%	1.3%	-0.4%
6. COc1ccc(S(=O)(=O)NC(CC(=O)N2CCc3ccccc32)c2ccco2)cc1 (stereo unspecified)
    -11.3%	-5.5%	-1.4%[12.7 µM]	23.0%	-27.7%	-14.2%[57.1 µM]	1.4%	?	-1.4%
7. Cc1ccc2[nH]c(=S)n(-c3cccnc3)c(=O)c2c1
    -10.8%	2.1%	44.7µM*	54.4%[activator]	0.9%	?	-0.5%	11.0%	0.4%
8. Cc1[nH]c2ccccc2c1C(=O)C(=O)N1CC2CC(C1)c1cccc(=O)n1C2 (stereo unspecified)
    -9.7%	-2.5%	-1.2%	9.3%	-8.2%	-11.3%	3.7%	3.1%	0.0%
9. Cc1cc(S(=O)(=O)NC(C)C)ccc1OCC(=O)N1CCN(Cc2ccc3c(c2)OCO3)CC1
    -6.1%	-7.1%	-25.0%[59 µM]	-7.4%	-14.2%	-8.6%	9.4%	-5.4%	-1.3%
10. CCCC12CN3CN(C1)CC(CCC)(C3)C2O (stereo unspecified)
    -22.0%	-7.1%	15.7%[59 µM]	-3.0%	5.8%	-2.1%[11.4 µM]	1.2%	0.0%	0.0%
11. Brc1ccc2c(c1)C(OC1CN3CCC1CC3)c1ccccc1CS2 (stereo unspecified)
    -17.7%	10.1%	15.8µM*	-14.1%	-37.2%	-34.9%	3.3%	33.0%	-5.2%
12. O=C1NC(=O)N(Cc2ccccc2Cl)C(=O)/C1=C/N1CCOCC1
    -5.8%	-0.3%	?	10.1%	-2.2%	-13.5%	-2.4%	-18.6%	-4.5%
13. CCOC(=O)Cn1c(-c2ccccc2)ccc(C#N)c1=O
    -11.8%	-1.2%	9.2%[59 µM]	109.5%[activator]	42.8%[activator]	48.5%[activator]	0.6%	8.4%	-7.1%
14. CC1C(C)N1CC(O)Cn1ccnc1[N+](=O)[O-] (stereo unspecified)
    -7.6%	-8.3%	-13.0%	-21.2%	0.3%	-10.1%	-2.0%	14.2%	-2.9%
15. CCOC(=O)C1CCN(/C=C2/C(=O)NC(=O)N(Cc3ccco3)C2=O)CC1
    7.08µM*	35.5µM*	?	17.8µM*	?	?	14.1µM*	22.4µM*	28.8%
16. Cc1ccccc1-n1c(-c2ccoc2)nc2ccccc2c1=O
    -6.2%	-6.4%	29.5%[12.7 µM]	75.1%[activator]	-19.4%	-7.6%	1.8%	-18.6%	2.0%
17. Cc1c(N=Cc2c(O)n(CCc3ccccc3)c(=O)[nH]c2=O)c(=O)n(-c2ccccc2)n1C
    3.8%	-1.0%	-18.2%[59 µM]	?	6.0%	-21.9%	0.6%	-10.3%	-1.1%
18. CN(Cc1ccccc1)C1CCCN(C(=O)COc2ccccc2Cl)C1 (stereo unspecified)
    -11.2%	-2.2%	9.9%	22.3%	-16.0%	-26.5%	20.3%	-0.2%	-0.1%
19. COC(=O)C1=C(c2cc3ccccc3o2)C[C@@H]2CC[C@H]1N2C(=O)NC(C)C
    7.5%	-9.1%	.	-4.3%	.	39.8µM*	.	.	.
20. CC(C)[N+](C)(C)CC#CC(O)(c1ccccc1)c1ccccc1
    -14.1%	-0.4%	?	145.7%[activator]	-20.2%	-6.6%	0.2%	-0.3%	-1.4%
21. CC(C)(C)OC(=O)N1CC[C@H]1COc1cnc[c]([Sn]([CH3])([CH3])[CH3])c1
    .	-6.7%[12 µM]	16.1%[12.7 µM]	.	.	.	-4.4%[12.4 µM]	.	-0.2%[12.4 µM]
22. O=C(COc1ccc(Cl)cc1)N1CCN(C2CCCC2)CC1
    -25.9%	-1.1%	8.91µM*	-15.0%	50.1µM*	20µM*	31.6%	-1.6%	-1.6%
23. O=C(CS(=O)C(c1ccccc1)c1ccccc1)NO (stereo unspecified)
    .	-1.7%[19.4 µM]	3.2%[12.7 µM]	.	.	.	-5.0%	.	-3.3%&1.7%
24. N=C1c2ccccc2CN1NC(=O)c1ccc(Cl)cc1
    -6.6%	6.3%	18.6%[0.501 µM]	-6.8%	-2.6%	-15.7%	-0.4%	19.8%	-0.8%
25. COC(=O)C1=C(c2ccc(F)cc2OCc2ccccc2)C[C@@H]2CC[C@H]1N2C(=O)NCc1ccc2c(c1)OCO2
    -21.3%	-18.8%	7.2%[0.501 µM]	9.1%	-2.3%	-32.1%	-9.9%	.	.
26. Cc1cccc(OCC(=O)Nc2ccc(C(=O)NCc3cccnc3)cc2)c1
    .	.	.	.	?	.	1.2%	5.9%	2.0%
27. CN1C(=O)C(=Cc2ccc(N3CCCCCC3)cc2)C(=O)N(C)C1=O
    -13.5%	6.6%	.	14.7%	-14.8%	-16.9%	-4.7%	52.3%	-4.4%
28. CC(=NCc1cccnc1)c1c(O)n(-c2ccc(Cl)cc2)c(=O)[nH]c1=O
    1.5%	-16.1%	-3.0%	48.6%[activator]	-1.3%	-6.4%	0.8%	-8.5%	0.4%
29. Cc1o[nH]c(=O)c1C[C@@H](N)C(=O)O
    .	5.5%	.	?	.	?	2.9%&-1.7%	.	5.0%&1.2%
30. CN(C)C(=S)SSC(=S)N(C)C
    -14.8%	0.9%[60.1 µM]	1.26µM*	6.0%	-33.0%	-12.9%	-2.1%&4.0%&-1.3%	23.2%	-2.8%&-5.0%&-6.3%

Only POLH inh (2 entries from above):
no. | SMILES | POLH inh
25 | COC(=O)C1=C(c2ccc(F)cc2OCc2ccccc2)C[C@@H]2CC[C@H]1N2C(=O)NCc1ccc2c(c1)OCO2 | -21.3%
28 | CC(=NCc1cccnc1)c1c(O)n(-c2ccc(Cl)cc2)c(=O)[nH]c1=O | 1.5%

Next structures:
Every second line gives: POLH inh	POLK inh	G9a block	Pol iota inh	BAZ2B inh	JMJD2A Tudor inh	APE1 inh	Pol beta inh	BLM inh
31. C[C@H]1CC[C@@]2(NC1)O[C@@H]1C[C@H]3[C@@H]4CC=C5C[C@@H](O)CC[C@]5(C)[C@@H]4CC[C@]3(C)[C@@H]1[C@@H]2C
    .	-8.7%[12 µM]	18.8%[21.5 µM]	.	.	.	-2.1%[21 µM]	.	6.4%[21.4 µM]
32. O=c1cc(-c2ccc(O)cc2)oc2c(C3O[C@H](CO)[C@@H](O)[C@H](O)[C@H]3O)c(O)cc(O)c12 (stereo partly specified)
    ?	?	-39.5%[59 µM]	?	-29.1%	-25.9%	?	.	.
33. Cc1nc2c(-c3ccc(F)cc3)c(C)nn2c(C)c1CCC(=O)N1CCC2(CC1)OCCO2
    -2.1%	-15.9%	-12.1%[12.7 µM]	7.9%	16.8%	-6.0%	1.1%	-7.7%	1.9%
34. CC(=O)Nc1cc(C(=O)N2CCC3(CC2)OCCO3)ccc1Sc1ccc(C)cc1
    -14.4%	-3.3%	20.8%[59 µM]	23.8%	2.1%	-13.9%	-3.4%	25.3%	-17.3%
35. C=C(C)C1CC=C(C)C(=NNC(=O)c2ccncc2)C1 (stereo unspecified)
    -10.5%	2.5%	.	39.9%[activator]	.	-13.8%	.	.	.
36. COc1ccc(C(Nc2cccc([N+](=O)[O-])c2)P(=O)(OC(C)C)OC(C)C)cc1 (stereo unspecified)
    ?	0.4%	-4.6%	12.0%	-18.1%	-1.0%	-4.1%	-1.1%	-5.0%
37. CCN1CCN(c2cn[nH]c(=O)c2Cl)CC1
    -1.3%	2.3%	-37.7%	47.9%[activator]	-2.0%	-20.3%	2.7%	20.1%	0.3%
38. CCOC(=O)c1c(C)n(Cc2ccco2)c2ccc(O)cc12
    ?	-29.5%	8.91µM*	?	?	-26.8%	?	?	-11.9%
39. Cc1nnc(NC(=O)c2cccn(Cc3cccc(Cl)c3)c2=O)s1
    -16.1%	-5.2%[60.1 µM]	4.3%[59 µM]	3.4%	0.8%	-4.8%	.	0.8%	-1.7%
40. Cc1cc2cc(CNC(=O)Nc3ccc(Cl)c(Cl)c3)ccc2n1C
    -1.3%	-6.5%	-10.7%	-12.2%	3.2%	-20.8%	?	0.2%	-2.4%
41. Cc1c2cnn(CC(=O)N3CCC4(CC3)OCCO4)c(=O)c2c(C)n1Cc1ccccc1
    -11.7%	-1.6%	22.9%[59 µM]	14.7%	-6.3%	-19.2%	0.7%	13.6%	0.0%
42. O=C1CC2(CCCC2)CC(=O)N1CCCCN1CCN(c2ncccn2)CC1
    -1.5%	6.4%[60.1 µM]	12.6µM*!	5.1%	-1.9%	-2.9%	?	-12.4%[57.1 µM]	4.6%
43. O=C(c1cccc2ccccc12)C1CCCN(Cc2ccon2)C1 (stereo unspecified)
    -6.6%	-12.3%	.	-17.0%	-26.2%	-23.1%	13.3%	23.6%	1.4%
44. CCCCCc1nc2ccccc2c(=O)n1-c1ccc(Cl)cc1[N+](=O)[O-]
    -18.9%	-8.6%	4.8%[0.501 µM]	0.6%	?	-10.9%	-2.7%	-0.3%	-5.1%
